High-throughput results as filed in PubChem BioAssay.
Runt-SMMHC FRET = blocks binding of human RUNX1 Runt domain to CBFb-SMMHC. Cerulean-Runt/Venus-CBFb-SMMHC FRET ratio 530/480, 1 h. 0.74% of 220,000 active. inhibition, % at 20 µM. AID 1434;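 active means mean inhibition across duplicate retests at 20 µM reaching about 50%, limit read from the data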;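 further: 0% = DMSO wells and 100% = wells with excess untagged CBFb-SMMHC; inhibitors lower the FRET ratio by blocking Runt binding to CBFb-SMMHC; some results filed as inactive read as strong as hits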
Runt-CBFb FRET = inhibitors of human RUNX1 Runt domain binding to CBFb. inhibition, % at 20 µM. Cerulean-Runt/Venus-CBFb FRET ratio 530/480, 1 h. Q01196+Q13951. AID 1496. 0.46% of 220,000 active;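 active means inhibition over about 50% at 20 µM in the single-dose screen, limit read from the data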;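 further: 0% = DMSO wells and 100% = excess unlabeled CBFb competitor control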
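Doses: 20 µM compound in 1% DMSO | Material: Cerulean-labeled Runt domain protein | Amount: Each fluorescent fusion protein 100 nM | Schedule: Two 1 h room-temperature incubations shielded from light | Measured by: FRET fluorescence | Evaluation: Loss of energy transfer signal | Controls: Unlabeled CBFb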
NCF1 inh = blocks human p47phox regulatory protein of NADPH oxidases; AID 1274; 0.53% of 220,000 active; P14598; inhibition, % at 24.7 µM; p47phox/p22phox peptide binding, fluorescence polarization, 2 h;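 active means inhibition above about 30%, limit read from the data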;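 further: 0% = p47phox with labelled peptide and 100% = labelled peptide alone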
Furin inh = blocks human furin protease activity; P09958; purified furin, fluorogenic substrate cleavage; inhibition, % at 30 µM; 0.061% of 220,000 active; AID 463115; in the data active means inhibition above about 25%; further: inactives centre near -15
p97 ATPase inh = blocks human p97 ATPase activity. P55072. 0.42% of 220,000 active. inhibition, % at 8 µM. AID 1481. recombinant p97 ATPase, Kinase-Glo ATP luminescence, 3 h; in the data active means inhibition above about 15%;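 further: 0% = DMSO vehicle and 100% = wells lacking enzyme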
Target sequence (P55072 whole entry, looked up): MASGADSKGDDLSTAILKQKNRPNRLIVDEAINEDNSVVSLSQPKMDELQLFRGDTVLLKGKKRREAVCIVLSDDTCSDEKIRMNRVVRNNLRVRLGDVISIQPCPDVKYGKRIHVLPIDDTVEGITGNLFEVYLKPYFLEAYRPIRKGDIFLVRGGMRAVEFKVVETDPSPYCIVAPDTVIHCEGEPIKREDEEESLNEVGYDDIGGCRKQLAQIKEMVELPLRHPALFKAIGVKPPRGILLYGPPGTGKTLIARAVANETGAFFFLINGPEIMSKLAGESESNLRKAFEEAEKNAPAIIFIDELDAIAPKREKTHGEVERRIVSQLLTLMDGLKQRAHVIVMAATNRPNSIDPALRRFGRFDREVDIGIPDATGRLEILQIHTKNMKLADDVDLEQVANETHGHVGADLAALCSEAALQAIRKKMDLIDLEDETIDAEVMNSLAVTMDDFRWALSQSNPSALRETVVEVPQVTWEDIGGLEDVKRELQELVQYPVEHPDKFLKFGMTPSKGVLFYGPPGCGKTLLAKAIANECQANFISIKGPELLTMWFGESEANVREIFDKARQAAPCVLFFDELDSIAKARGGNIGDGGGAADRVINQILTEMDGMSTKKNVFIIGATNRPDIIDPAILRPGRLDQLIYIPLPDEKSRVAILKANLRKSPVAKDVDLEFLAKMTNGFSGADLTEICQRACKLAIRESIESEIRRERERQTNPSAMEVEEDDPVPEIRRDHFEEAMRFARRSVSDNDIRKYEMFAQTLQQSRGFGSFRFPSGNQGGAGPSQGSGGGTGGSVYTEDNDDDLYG
TbHK1 inh = T. brucei hexokinase 1 inhibition. 0.11% of 220,000 active. recombinant TbHK1, G6PDH-coupled NADH A340. inhibition, % at 10 µM;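 active means inhibition of 50% or more in the single-dose primary screen; inactive means inhibition below 50%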
EBV gp42 inh = blocks Epstein-Barr virus glycoprotein 42 binding | 0.42% of 220,000 active | Q1HVG2 | inhibition, % (tested at 21.74 µM) | Fluorescence polarization binding assay, mP read-out; in the data active means inhibition above about 50%
Target sequence (Q1HVG2 whole entry, looked up): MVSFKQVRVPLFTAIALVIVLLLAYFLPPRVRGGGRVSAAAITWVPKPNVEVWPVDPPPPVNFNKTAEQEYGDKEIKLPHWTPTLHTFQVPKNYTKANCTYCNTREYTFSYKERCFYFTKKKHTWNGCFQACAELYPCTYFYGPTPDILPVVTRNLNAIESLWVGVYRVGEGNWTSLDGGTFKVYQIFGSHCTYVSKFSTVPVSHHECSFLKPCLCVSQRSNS
RBBP9 inh = blocks human serine hydrolase RBBP9 | O75884 | recombinant RBBP9, FP-Rh probe fluorescence polarization | inhibition, % at 7.94 µM | 0.2% of 220,000 active;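 active means inhibition above the campaign mean of all tested compounds plus 3 SD, cut at about 14% in these data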;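 further: plate controls were DMSO wells with RBBP9 for no effect and wells lacking RBBP9 protein for full effect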
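Measured by – fluorescence polarization · Test system – RBBP9 protein · Input – 2.5 µM RBBP9 dispensing solution, before mixing · Measure – percent inhibition from mP, scaled between DMSO and no-protein wells · Benchmarks – DMSO-treated enzyme wells and wells lacking RBBP9 · Times – preincubation 30 min plus labeling 45 min at 25 °C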
Calpain2 inh = inhibitors of pig calpain II; 0.37% of 220,000 active; inhibition, % at 16 µM; purified calpain II, fluorogenic peptide substrate, 30 min; AID 1236;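 active means inhibition above about 50%, limit read from the data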
* marks the source's active call; other numbers are inactive results; x = not tested or not shown; [ ] = another dose, or the depositor's remark.

Preview:
SMILES	Runt-SMMHC FRET	Runt-CBFb FRET	NCF1 inh	Furin inh	p97 ATPase inh	TbHK1 inh	EBV gp42 inh	RBBP9 inh	Calpain2 inh
CCC(C)C(=O)Nc1nnc(SCC(=O)NC(C)(C)C)s1 (centres undefined)	1	-1	2	-27	-4	3	-2	-8	0
O=C(CSCc1ccc([N+](=O)[O-])cc1)N/N=C/c1ccncc1	1	0	-63	-14	-1	-5	-6	-4	-27
O=C(Nc1ccccc1)N(CCCN1CCOCC1)Cc1ccccc1F	4	0	-18	-10	4	-2	-17	-8	-5
CNC(=S)N/N=C/c1c(C)nn(-c2ccccc2)c1Cl	-9	2	2	-10[20 µM]	1	-11	-5	-6	19
O=C(NCc1ccco1)c1ccc(S(=O)(=O)N2CCOCC2)cc1	-2	x	-6	-4[20 µM]	-3	-3	-3	-8	-27

The listing, from the first entry:
SMILES	Runt-SMMHC FRET	Runt-CBFb FRET	NCF1 inh	Furin inh	p97 ATPase inh	TbHK1 inh	EBV gp42 inh	RBBP9 inh	Calpain2 inh
CCC(C)C(=O)Nc1nnc(SCC(=O)NC(C)(C)C)s1 (centres undefined)	1	-1	2	-27	-4	3	-2	-8	0
O=C(CSCc1ccc([N+](=O)[O-])cc1)N/N=C/c1ccncc1	1	0	-63	-14	-1	-5	-6	-4	-27
O=C(Nc1ccccc1)N(CCCN1CCOCC1)Cc1ccccc1F	4	0	-18	-10	4	-2	-17	-8	-5
CNC(=S)N/N=C/c1c(C)nn(-c2ccccc2)c1Cl	-9	2	2	-10[20 µM]	1	-11	-5	-6	19
O=C(NCc1ccco1)c1ccc(S(=O)(=O)N2CCOCC2)cc1	-2	x	-6	-4[20 µM]	-3	-3	-3	-8	-27
O=C(c1cc2ccccc2c(=O)o1)N1CCc2ccccc2C1	0	2	-12	-4	1	-10	-19	-5	-3
N#CCc1c(C#N)c(N)nc(N2CCCC(CO)C2)c1C#N (centres undefined)	1	-1	-13	-6	-2	-10	-6	-1	-3
C/C(=N\N1CCN(C2c3ccccc3-c3ccccc32)CC1)c1cccnc1	4	3	-3	-18	2	-10	-4	-4	-25
Cc1ccc(OCC(=O)Nc2ccc3c(c2)OCO3)c([N+](=O)[O-])n1	-1	-1	3	-5	-3	27	-11	-11	-4
CCN(CC)S(=O)(=O)c1cc(NC(=O)C(C)OC(=O)c2[nH]c(C)c(C(C)=O)c2C)ccc1C (centres undefined)	-1	-7	-19	-13	6	23	-18	-6	-14

Part of the list above, with two lines to a compound.
Below each SMILES – Runt-SMMHC FRET	Runt-CBFb FRET	NCF1 inh	Furin inh	p97 ATPase inh	TbHK1 inh	EBV gp42 inh	RBBP9 inh	Calpain2 inh
> Cc1ccc(OCC(=O)Nc2ccc3c(c2)OCO3)c([N+](=O)[O-])n1
    -1	-1	3	-5	-3	27	-11	-11	-4
> C/C(=N\N1CCN(C2c3ccccc3-c3ccccc32)CC1)c1cccnc1
    4	3	-3	-18	2	-10	-4	-4	-25

Next structures:
SMILES	Runt-SMMHC FRET	Runt-CBFb FRET	NCF1 inh	Furin inh	p97 ATPase inh	TbHK1 inh	EBV gp42 inh	RBBP9 inh	Calpain2 inh
O=C(Nc1ccc(NC(=O)C2CCCN2C(=O)OCc2ccccc2)cc1)c1ccco1 (centres undefined)	-5	-1	-7	-13	4	-1	3	0	1
Cc1nc2cc3c(cc2s1)OCO3	0	2	-10	-15	-4	-6	-1	-14	-13
CC1(C)CC(=O)C(C2NCCc3ccccc32)=C(O)C1 (centres undefined)	3	3	-1	-14[20 µM]	-1	-2	-7	-4	12
COC(=O)c1ccc(NC(=O)Cc2ccccc2)cc1	-4	0	-5	-24[20 µM]	2	-2	-7	-3	15
O=S(=O)(c1ccc(-c2ccon2)s1)N1CCCC1	2	1	-5	0	6	-3	-12	-10	-22
O=C(c1ccccc1)N1CCCCC(Sc2nnnn2-c2ccccc2)C1=O (centres undefined)	5	-4	-23	-16[20 µM]	1	2	-5	-10	-2
COc1ccc(/C=C(\C#N)C(=O)Nc2ccc3[nH]c(=O)[nH]c3c2)cc1	-5	-3	-5	-38	4	-21	-16	-4	-18
Fc1ccc(-c2nc3ccccc3c3nc4ccccc4n23)cc1	-4	-2	0	-17	5	-6	10	-4	-55
Cc1cc2oc(=O)cc(CN3CCC(C)CC3)c2c(C)c1Cl	-2	-4	1	-14	-1	0	-15	6	9
O=C(Nc1nc(=O)n(C(=O)C2CC2)s1)c1ccccc1	1	-1	-4	-28[20 µM]	3	-4	-6	-5	25
COC(=O)c1ccc(NC(=O)Cn2nnc(-c3cccs3)n2)cc1	4	2	3	-25	4	3	-4	-2	-24
Cc1cccc(N(C(=O)c2ccc(CN3CCOCC3)o2)C(C(=O)NC(C)(C)C)c2ccc(F)cc2)c1 (centres undefined)	-4	-4	-2	-18[20 µM]	-8	-15	-4	-4	-47
CC1CCN(c2ccc(/C=N\Nc3nncn3N)cc2[N+](=O)[O-])CC1	3	-3	9	-4	-1	-14	6	-11	10
CC(C)n1nnnc1-c1cccc(Cl)c1	4	0	-13	-11[20 µM]	2	3	-15	-6	-25
COCCCNC(=O)CSc1ccc(Cl)cc1	2	2	-4	-26[20 µM]	1	1	-14	-6	-13
C=CCn1c(NC(=O)c2ccc(Br)o2)c(S(=O)(=O)c2ccccc2)c2nc3ccccc3nc21	35	8	2	-24[20 µM]	20*	-19	-2	-9	-177
CC(C)N1CCC2(CC1)Oc1ccc(Br)cc1C1CC(c3cccnc3)=NN12 (centres undefined)	2	3	11	-17	-2	-2	-4	-4	24
Cn1c(=O)n(C)c2cc(/C=N/NC(=O)c3ccncc3)ccc21	-1	0	-2	-8	1	-37	3	-2	-15
Cc1ccccc1OCCCSc1nc2ccccc2[nH]1	2	-1	-6	-9	-10	6	18	-10	28
CC(=Nc1ccccc1)C1=C(O)COC1=O	3	1	-31	-19[20 µM]	6	-5	8	2	12
Cc1nc(SCC(N)=O)[nH]c(=O)c1Cc1ccc(OC(C)C)cc1	-7	-2	-3	-13	-2	5	-15	6	-18
COc1ccc(S(=O)(=O)N2CCCCCC2)cc1N(C)S(=O)(=O)c1ccc(C)cc1	-1	1	-4	4	3	-4	4	-5	10
C=C(C)C(=O)Nc1ccc(OC(F)(F)C(F)F)c(NC(=O)C(=C)C)c1	2	1	-3	-5[20 µM]	1	15	-6	-1	13
CCCOc1ccc(S(=O)(=O)N2C(=O)CC(=O)N(Cc3ccc(OCC)cc3)C2=O)cc1	0	-1	-25	-15	0	11	-82	-10	23
CCOC(=O)c1ccc(N2CCCCC2)c(NS(=O)(=O)c2ccc(C)cc2)c1	1	-1	-7	-4	-3	-3	2	-8	-3
CC1CCN(C(=O)C(Cc2ccccc2)NS(=O)(=O)c2ccc3c(c2)oc(=O)n3C)CC1 (centres undefined)	2	0	-15	-23	-5	-2	-12	-3	-8
N#CCOc1nc(N2CCOCC2)nc(N2CCOCC2)n1	-1	-1	-12	-18[20 µM]	4	1	-4	-8	-43
Cc1cc(C)cc(NS(=O)(=O)c2ccc(F)cc2)c1	-2	0	-1	-17	-1	3	6	-3	5
Cc1ccc(S(=O)(=O)CCC(=O)NCc2ccco2)cc1	2	1	-3	-14[20 µM]	5	2	-16	1	-1
COc1ccc(C(=O)c2cc([N+](=O)[O-])ccc2N2CCOCC2)cc1	-3	-2	5	-5	5	-14	4	2	2
CC(=O)N(CCC1(C(C)C)CCOC(C)(C)C1)C(C)c1cccs1 (centres undefined)	-1	-2	-8	-18	-9	-8	-15	-7	18
Cc1ccc(-c2noc(CCC(=O)Nc3ccc(C)cn3)n2)cc1	-8	-1	-12	-6[20 µM]	-3	-1	-13	-3	13
CCCNC(=O)CSc1nc2ccccc2c(=O)n1CCC	1	-1	9	-9	-5	2	-2	-15	15
O=C(O)/C=C/C(=O)Nc1cc(F)ccc1F	0	-2	-8	-10	10	-8	-12	0	-13
CCOC(=O)/C=C1\SCC(=O)N1CC(=O)Nc1ccccc1OC(F)F	-4	-3	-9	-17	-1	-1	-31	-5	22
CCOc1ccc(-n2c(SCC(=O)Nc3ccc(Br)cc3)nc3n[nH]c(C)c3c2=N)cc1	-5	-1	41*	-22	-3	-8	-7	-5	-39
CC(C)(C)NC(=O)CSc1nc(N)c(-c2ccccc2)c(=O)[nH]1	-1	-1	4	-28	6	2	-7	-2	-32
CC(C)(C)NC(=O)Cn1c(SCC(=O)NCc2cccs2)nc2ccccc21	0	-1	-12	-23	-1	5	-4	-2	2
COC(=O)CSc1nnc(CNC(=O)c2ccccc2OC)n1C	-2	0	-1	-21	5	4	-3	-8	16
CCCC(c1nnnn1CCOC)N1CCN(Cc2ccccc2)CC1 (centres undefined)	3	1	0	-17[20 µM]	-2	0	-4	-9	-15
Cc1cc(-n2[nH]c(C)c(C)c2=O)nc(-c2ccccc2O)n1	4	0	-10	-15	1	-6	-16	-10	-3
NC(=O)CC(NC(=O)Cc1ccc(Br)cc1)c1ccc(NCc2ccccn2)c([N+](=O)[O-])c1 (centres undefined)	0	1	3	-18	x	-10	-15	x	-5
CC(=O)c1c(O)cc(=O)n(-c2ccccc2)c1-c1cccc2ccccc12	-2	4	-11	-15[20 µM]	2	-12	-10	-10	-18
COc1ccc(CCN=C(N)NS(=O)(=O)c2ccc(C)cc2)cc1OC	2	-2	1	-10	-5	6	-2	-10	-1
CCC(=O)c1ccc(N2CCN(C(=O)c3ccccc3Br)CC2)c(F)c1	-4	-1	-2	-2	-3	-7	4	-5	19
CCC(=O)NCc1c(Cl)cccc1-n1cccc1	-3	-1	0	7	3	0	-26	-4	-1
NC12NC(=O)C3(O)C4C5CC(C6C5C3C61)C42 (centres undefined)	0	5	-9	-17	0	1	-2	-6	4
Cc1cc(C)nc(SCC(=O)Nc2ncccn2)n1	-1	-1	-7	-12	1	-3	-14	-3	-3
COc1cc(NC(=O)CSCc2cnn(-c3ccccc3)c2-n2cccc2)cc(OC)c1	-3	-2	-19	-9[20 µM]	-1	7	-2	-6	23
CCCc1cc(C(N)=O)c(NC(=O)c2cc(C)on2)s1	3	2	-27	-9[20 µM]	1	-7	-8	-4	6
The list continues:
SMILES	Runt-SMMHC FRET	Runt-CBFb FRET	NCF1 inh	Furin inh	p97 ATPase inh	TbHK1 inh	EBV gp42 inh	RBBP9 inh	Calpain2 inh
Cc1ccc(NC(=O)c2cccc(OCc3c(C)noc3C)c2)cc1	-4	-2	-10	-17[20 µM]	0	-3	-11	1	12
CC(C)CNC(=O)c1cccc(Cn2cc(Cl)cn2)c1	1	-2	-10	-32	3	4	-13	1	14
CCOC(=O)N1CCN(C/C(C)=C/c2ccccc2)CC1	0	-2	3	-14	0	6	1	-2	27
CCc1ccc(CN(C)Cc2nc(-c3cccc(Cl)c3)no2)nc1	4	-1	10	-18	-5	-7	-6	-4	0
O=[N+]([O-])c1ccc2c(c1)nc1n2CCN(c2ccccc2)C1	-1	3	-3	-25	7	-20	0	-7	11
O=C(Nc1ccccc1C(=O)N1CCCCC1)C1CCCCC1	0	0	-3	-17	1	-5	4	-10	-1
CC1(C)Cc2c(sc3nc(C4CCCCC4)n(N)c(=O)c23)CO1	2	1	-19	-13	-4	-5	-2	-7	26
CC(C)C(=O)Nc1ccc(Br)cc1Cl	2	-1	-2	-24	3	-2	-5	3	0
Cc1ccc(NC(=O)c2ccco2)cc1NC(=O)CSc1nnc(-c2cccs2)n1C	-3	2	-9	-15[20 µM]	-5	-2	-3	-2	38
CCCCC(CC)CNC(=O)c1[nH]c(C)c(C(C)=O)c1C (centres undefined)	-1	-6	-11	-24	2	1	-7	-3	28
O=C(COC(=O)COc1ccc2ccccc2c1)NCC(F)(F)F	1	-2	-1	-12	-7	10	-13	-7	5
O=C(CSc1ccccn1)Nc1ccc(Cl)cn1	-3	-1	-6	-16	-2	-1	-4	-3	13
CNS(=O)(=O)c1cccc(C(=O)OCC(=O)c2cc(C)n(-c3ccc4c(c3)OCO4)c2C)c1	-2	6	-35	-12[20 µM]	5	0	-7	-5	-52
